Kir21 inh = Kir2.1 (mouse) channel inhibition; P35561; HEK293-Kir2.1, FluxOR thallium flux fluorescence; stronger effect = lower value; B-score at 10 µM; hit rate 0.85% among 310,000; AID 1672;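 active = fluorescence ratio B-score at or below minus 3 SD of library scores, with starting-brightness B-score within 2 SD, cut at about -4.2 in these data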;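 note: channel flux triggered by added potassium and thallium sulfate stimulus; B-score of peak minus minimum fluorescence over baseline after thallium stimulus; more negative B-score means stronger Kir2.1 block with less thallium influx; some compounds called inactive have numbers as strong as hits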
KCNQ2 block = KCNQ2 potassium channel inhibitors, primary screen, cell-based, CHO-K1, FluxOR thallium flux, B-score (AID 2156); 20 min; stronger effect = lower value; B-score at 10 µM; hit rate 1.1% among 310,000;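 active = fluorescence ratio B-score at most minus 3 library SDs, with starting brightness B-score within 2 library SDs, cut at about -5.5 in these data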
Target sequence (O88943 whole entry, looked up): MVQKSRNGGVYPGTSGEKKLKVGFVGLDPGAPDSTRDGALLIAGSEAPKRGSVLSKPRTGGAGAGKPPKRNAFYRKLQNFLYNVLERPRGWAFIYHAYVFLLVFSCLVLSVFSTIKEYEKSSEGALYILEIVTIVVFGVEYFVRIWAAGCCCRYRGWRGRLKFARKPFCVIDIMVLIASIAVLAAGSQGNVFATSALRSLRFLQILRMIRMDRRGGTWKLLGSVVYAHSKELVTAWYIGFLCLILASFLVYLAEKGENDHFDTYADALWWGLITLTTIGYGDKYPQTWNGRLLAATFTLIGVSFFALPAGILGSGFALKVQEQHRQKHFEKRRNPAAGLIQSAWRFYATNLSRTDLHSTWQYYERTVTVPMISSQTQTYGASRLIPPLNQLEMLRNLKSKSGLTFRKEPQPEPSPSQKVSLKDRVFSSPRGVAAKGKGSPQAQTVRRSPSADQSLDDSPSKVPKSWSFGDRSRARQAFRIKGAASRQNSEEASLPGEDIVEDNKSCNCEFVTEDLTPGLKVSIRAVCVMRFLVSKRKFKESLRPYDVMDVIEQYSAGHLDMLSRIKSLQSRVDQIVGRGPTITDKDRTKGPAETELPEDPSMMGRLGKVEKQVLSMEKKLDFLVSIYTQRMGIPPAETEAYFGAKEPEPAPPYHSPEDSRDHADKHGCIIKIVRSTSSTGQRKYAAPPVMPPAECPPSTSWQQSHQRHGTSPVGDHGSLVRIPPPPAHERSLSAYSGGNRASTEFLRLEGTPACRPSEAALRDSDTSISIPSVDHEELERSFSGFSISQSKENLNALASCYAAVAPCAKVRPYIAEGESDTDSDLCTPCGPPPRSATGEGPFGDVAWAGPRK
The depositor's hits bear a star; i = inactive.

structure | Kir21 inh | KCNQ2 block
O=C(CCN1C(=O)C2CCCCC2C1=O)Nc1ccc(OC(F)F)cc1 (stereo unspecified) | -0.63 | i
CCOc1cc(C(=O)NCCN2CCOCC2)cc(OCC)c1OCC | 2.6 | i
CCOC(=O)/C=C1\SCC(=O)N1CCOc1cccc(Br)c1 | 0.44 | i
CN1CCN(CCCNC(=O)CCCOc2cc(=O)n(C)c3ccccc23)CC1 | 0.01 | i
Cc1noc(C)c1CSc1nnc(C)c(=O)[nH]1 | -0.13 | i
CC(C(=O)NCCS(=O)(=O)c1ccc(Cl)cc1)S(=O)(=O)c1ccc(Cl)cc1 (stereo unspecified) | -0.55 | i
O=C(NC1CCCCC1)n1c(=O)oc2ccc(Cl)cc21 | 2.4 | i
CCSc1nnc(NC(=O)C2CCN(S(=O)(=O)c3cc(C(F)(F)F)ccc3Cl)CC2)s1 | 0.11 | i

Additional results.
structure | Kir21 inh | KCNQ2 block
Cn1nc(C(F)(F)F)c(-c2ccc(Br)cc2)c1NC(=O)c1nccnc1C(=O)O | 0.01 | i
COc1ccccc1CNC(=O)C1Cc2ccccc2C(=O)O1 (stereo unspecified) | -0.3 | i
Cc1cccc(C(=O)Nc2ccc(N3CCN(S(C)(=O)=O)CC3)cc2)c1 | -1.2 | i
CCOc1ccccc1NC(=S)N1CCN(c2cccc(OC)c2)CC1 | -0.34 | i
Cc1ccc(NC(=O)CS(=O)(=O)c2cn(CC(=O)N3CCOCC3)c3ccccc23)cc1 | 1.4 | i
c1ccc(Nc2nc(NCC3CCCO3)c3ccccc3n2)cc1 (stereo unspecified) | -15* | i
Fc1ccccc1-c1csc(=Nc2cccnc2)n1CC1CCCO1 (stereo unspecified) | -0.67 | i
CC(C)CCNC(=O)C(=O)Nc1cc2c3c(c1)CCC(=O)N3CCC2 | -0.12 | i

Next results:
structure | Kir21 inh | KCNQ2 block
N#Cc1c(N)n(-c2cccc(C(=O)O)c2)c2nc3ccccc3nc12 | 1.1 | i
Cc1ccc(C2=Nc3cccnc3C(c3ccccc3)=NN2)cc1 | -0.52 | i
Cc1cc(C)c(C#N)c(SCc2ccc(C#N)cc2)n1 | -0.19 | i
CC1(C)OC(C(N)=O)C(C(N)=O)O1 (stereo unspecified) | -0.56 | i
COc1cccc(CNC(=O)CCC2CCCN(C(=O)Cc3ccccc3F)C2)c1 (stereo unspecified) | 1.5 | i
O=C(NC1CCN(Cc2ccc(Cl)c(Cl)c2)CC1)c1ccccc1 | -1.4 | i
Clc1cccc(NCc2nnc(SCc3ccccc3Cl)o2)c1 | 0.55 | i
O=C(NCCC1=CCCCC1)C(=O)NCC1OCCCN1S(=O)(=O)c1cc(F)ccc1F (stereo unspecified) | -0.05 | i

Next section.
structure | Kir21 inh | KCNQ2 block
Cc1cc(OCC(=O)C(C)(C)C)c2c(-c3ccccc3)cc(=O)oc2c1 | -0.2 | i
Cc1ccc(S(=O)(=O)N2CCN3CCCC3C2)cc1 (stereo unspecified) | -1.1 | i
CC(C)CC(C(=O)N1CCOCC1)N1Cc2ccccc2C1=O (stereo unspecified) | 0.02 | i
CC(O)Cc1cn([C@@H](CCCCN)C(=O)N2CCNCC2)nn1 (stereo partly specified) | -0.55 | i
Cc1ccc(OCc2cc(C(=O)NCC(C)c3ccccc3)no2)cc1C (stereo unspecified) | -0.14 | i
Cc1ccc(Nc2nc(N)c([N+](=O)[O-])c(N3CCOCC3)n2)cc1 | 0.48 | i
C[C@@H](C(=O)NCC1CC1)[C@@H]1C[C@@]1(C)[C@@H](NC(=O)OCc1ccccc1)c1ccccc1 | 0.48 | i
O=S(=O)(NCc1ccccn1)c1cc(OCC(F)(F)F)ccc1OCC(F)(F)F | 0.44 | i

Some of these compounds in order of count of non-hydrogen atoms, rising:
structure | Kir21 inh | KCNQ2 block
CC(O)Cc1cn([C@@H](CCCCN)C(=O)N2CCNCC2)nn1 (stereo partly specified) | -0.55 | i
Cc1cc(OCC(=O)C(C)(C)C)c2c(-c3ccccc3)cc(=O)oc2c1 | -0.2 | i
Cc1ccc(OCc2cc(C(=O)NCC(C)c3ccccc3)no2)cc1C (stereo unspecified) | -0.14 | i

Continuation.
structure | Kir21 inh | KCNQ2 block
O=C(NNc1c2ccccc2nc2ccccc12)c1ccccc1O | 0 | i
COc1ccccc1CCNC(=O)C(=O)NCC1OCCN1S(=O)(=O)c1ccc(OC)c(OC)c1 (stereo unspecified) | 0.76 | i
CCOC(=O)c1c2ccccc2[n+]([O-])n1[C@@H](C)C(N)=O | 0.7 | i
CNc1ccc([N+](=O)[O-])cc1C(=O)O | -0.39 | i
CC(=O)Nc1ccc(NC(=O)C2CCCN(S(=O)(=O)c3ccc(Cl)cc3)C2)cc1 (stereo unspecified) | 1.1 | i
Cc1ccc(S(=O)(=O)N(Cc2ccc(Cl)cc2)c2ccccc2C(=O)NCc2ccco2)cc1 | -0.75 | i
Cc1c(Cl)cccc1NC(=S)NCCc1ccc(S(N)(=O)=O)cc1 | -1.9 | i
O=C(NCc1ccc(F)cc1)c1ccc(S(=O)(=O)Nc2cccc(C(F)(F)F)c2)cc1 | -0.85 | i

Following part
structure | Kir21 inh | KCNQ2 block
Cc1ccc(C)c(N/C=C(\C#N)c2nc3ccccc3o2)c1 | -0.93 | i
CCC(=O)NCCc1nc2ccccc2n1CC(=O)c1ccccc1 | 0.96 | i
NNC(=O)c1cc(-c2ccccc2)sc1N | 0.54 | i
CC(=O)C1=C(C)OC(N)=C(C#N)C1c1ccco1 (stereo unspecified) | -0.02 | i
CC(=O)Oc1ccc(-c2ccc(C(=O)OCC(=O)N(C)CC(=O)Nc3ccccc3Cl)cc2)cc1 | 0.73 | i
COc1ccc(S(=O)(=O)N2CCc3ccccc32)cc1C(=O)O | -0.18 | i
NC(=O)N/N=C/c1cccc(OCc2ccc(F)cc2)c1 | 0.05 | i
CCCCCn1cnc2c(=S)nc(N)[nH]c21 | 0.04 | i

(listing goes on)
structure | Kir21 inh | KCNQ2 block
Cc1onc(-c2ccccc2)c1C(=O)N/N=C/c1ccc(Br)cc1 | 2 | i
CC(C)CN1CCCC(N2CCN(c3cccc(Cl)c3)CC2)C1 (stereo unspecified) | -2 | i
CCOC(=O)CC(=O)CSc1ccc2nnc(-c3ccc(F)cc3)n2n1 | -1.9 | i
O=C(NC1CCCCC1)c1cc(-n2cnnc2)ccc1Cl | -1.6 | i
COc1ccc2c(ccn2S(=O)(=O)c2ccccc2)c1 | -0.16 | i
Cc1ccc(NC(=O)c2cc(NC(=O)c3ccco3)ccc2N2CCCCC2)cc1 | -1.3 | i
COc1ccccc1N1CCN(CCCNC(=O)Nc2ccccc2C)CC1 | 0.07 | i
NC(=O)COC(=O)c1ccccc1OCc1ccccc1Cl | 0.13 | i

Later entries.
structure | Kir21 inh | KCNQ2 block
CC1Oc2ccccc2N(Cc2cccnc2)C1=O (stereo unspecified) | 0.89 | i
CCOc1ccc(-c2nc(CSCC(=O)NCCN3CCOCC3)c(C)o2)cc1 | -0.93 | i
N#CC1=C(N)OC2=C(C(=O)CCC2)[C@]12C(=O)N(CC(N)=O)c1ccccc12 | 0.23 | i
COc1ccc(/C=C/c2nc(S(=O)(=O)c3ccccc3)c(N(C)C)o2)cc1 | 0.18 | i
COc1ccc(C)cc1NC(=O)c1cc(S(=O)(=O)N2CCC3(CC2)OCCO3)ccc1F | 0.18 | i
Cc1ccc(/C=N/NC(=O)Cn2nnc(N)n2)cc1 | -0.03 | i
O=c1[nH]n2c(=O)c3c([nH]c2c1N=Nc1cccc(C(F)(F)F)c1)CCCC3 | 0.21 | i
O=C(O)CC(NC(=O)c1ccco1)c1ccco1 (stereo unspecified) | -0.1 | i

Some of these compounds in order of their number in Kir21 inh, high to low:
structure | Kir21 inh | KCNQ2 block
CC1Oc2ccccc2N(Cc2cccnc2)C1=O (stereo unspecified) | 0.89 | i
Cc1ccc(/C=N/NC(=O)Cn2nnc(N)n2)cc1 | -0.03 | i
CCOc1ccc(-c2nc(CSCC(=O)NCCN3CCOCC3)c(C)o2)cc1 | -0.93 | i

Later entries.
structure | Kir21 inh | KCNQ2 block
CCCCc1ccc(NC(=S)NCCc2ccc(S(N)(=O)=O)cc2)cc1 | 0.09 | i
Cc1nnsc1C(=O)NNc1ccc(C(C)C)cc1 | -0.91 | i
Cc1cnc(C(=O)N2CCCC(N3CCN(c4ccccc4C)CC3)C2)cn1 (stereo unspecified) | -0.14 | i
CCCCOc1ccccc1N | 0.32 | i
COc1cccc(NC(=S)Nc2ccc(F)cc2)c1 | 0.14 | i
Cc1ccc(-c2cnn3c(N4CCOCC4)cc(C)nc23)cc1 | -0.6 | i
CCCS(=O)(=O)N1CCN(C(=O)c2cccc(OC)c2)CC1 | -0.02 | i
Cc1ccc(-n2c(SCc3cn4ccsc4n3)nc3ccccc3c2=O)cc1 | -0.01 | -5.6*

(further entries)
structure | Kir21 inh | KCNQ2 block
NC(=O)NCc1cccc(Cl)c1 | -0.7 | i
CC1CCN(S(=O)(=O)N2CCN(C(=O)c3ccc4c(c3)OCO4)CC2)CC1 | -0.79 | i
CC1(C)CC(=O)C2=C(C1)N(Cc1ccc(F)cc1)C(=O)C2(NC(=O)c1cccnc1)C(F)(F)F (stereo unspecified) | 1.1 | i
COc1ccccc1N1CCN(C(CNS(=O)(=O)c2ccccc2)c2cccnc2)CC1 (stereo unspecified) | -2.9 | i
CC1CCN(C(=O)c2cc3nc(C4CC4)cc(C(F)(F)F)n3n2)CC1 | 1.1 | i
COCCOC(=O)c1c(NC(=O)CNC2CCCc3ccccc32)sc(C(N)=O)c1C (stereo unspecified) | -1.9 | i
CC(C)Cc1ccc(C#N)c(SCC(N)=O)n1 | 1.5 | i
COC(=O)C1CCN(c2nc3ccccc3nc2C(C#N)C(=O)OCC(C)C)CC1 (stereo unspecified) | 0.5 | i

Additional results follow.
structure | Kir21 inh | KCNQ2 block
N=c1ccn(Cc2ccc(Cl)cc2)cc1 | -0.89 | i
CCn1c(SCC(=O)NC2CCCCC2C)nnc1-c1ccc(OC)cc1 (stereo unspecified) | 0.02 | i
Cc1ccc(-c2csc3ncnc(SCC(N)=O)c23)cc1 | -2.1 | i
COc1ccc(Cl)cc1N/C(N)=N/c1nc(CSc2ccc(C)cc2)cc(=O)[nH]1 | 0 | i
Cc1ccc(NC(=O)c2oc3ccccc3c2C)nc1 | -1.1 | i
CC(=O)N1c2ccc(S(=O)(=O)N3CCCC(C(=O)Nc4ccc(F)cc4)C3)cc2CC1C (stereo unspecified) | -0.02 | i
O=C(c1ccncc1)c1ccc(NC(=O)c2cccs2)cc1 | 1.2 | i
COc1ccc(S(=O)(=O)N(C)CC(=O)NCc2cccnc2)cc1OC | -0.41 | i

New compounds follow
structure | Kir21 inh | KCNQ2 block
CC(C)C(=O)Nc1cccc(NC(=O)c2ccc(Cl)cc2Cl)c1 | -0.24 | i
O=C(CNC(=O)c1cc2c(n(-c3ccccc3)c1=O)CCCC2=O)c1ccccc1 | -0.63 | i
N#Cc1ccc(-c2ccc3c(c2)OCO3)nc1SCC(=O)OCc1ccccc1 | 0.5 | i
O=C(Nc1nnc(C2=COCCO2)o1)c1ccc(Cc2ccccc2)cc1 | 0.37 | i
O=C(O)c1[nH]c2ccccc2c1C(c1cc(Br)ccc1O)c1c(C(=O)O)[nH]c2ccccc12 | 0.84 | i
COc1ccc2c(c1)[N+](C)(C)C(C)(C)C=C2C | -0.8 | i
Cn1c(=O)n(C)c2cc(NC(=O)CSc3nnc(-c4ccccc4O)n3-c3ccccc3)ccc21 | -0.39 | i
O=C(Cc1ccccc1[N+](=O)[O-])NCCC1=CCCCC1 | 0 | i

(list continues)
structure | Kir21 inh | KCNQ2 block
O=C(/C=C/c1cccs1)Nc1ccc(Br)cn1 | -0.05 | i
COc1ccccc1CNS(=O)(=O)c1ccc2c(c1)CC(C)N2C(=O)C1CCC1 (stereo unspecified) | -0.71 | i
C=CCOc1ccnc(-c2ccccc2)n1 | 0.25 | i
COc1ccc(S(=O)(=O)Nc2ccc3cn[nH]c3c2)cc1C | -1.7 | i
COc1ccc(/C=C/C(=O)C2(O)CCCCC2)cc1 | 0.43 | i
COC(=O)N/N=C/c1cn(CCOc2ccccc2)c2ccccc12 | -0.16 | i
Cc1cc(C)nc(N/N=C/c2cc3c(cc2[N+](=O)[O-])OCO3)n1 | 2.4 | i
COc1ccc(C2CC(c3cccs3)=NN2C(=O)CSC2=NCCS2)cc1 (stereo unspecified) | 0.91 | i

(further entries)
structure | Kir21 inh | KCNQ2 block
CC1(C)C(c2ccccc2)=NC(c2ccc(Br)cc2)N1O (stereo unspecified) | -1 | i
CNC(=O)CNC(=O)Nc1ccc(Cl)c(Cl)c1 | 0.56 | i
CCS(=O)(=O)c1ccc(-c2csc(-c3ccccc3)n2)c(Cl)c1Cl | 0.56 | i
N#Cc1c(C(F)(F)F)cc(-c2cccs2)nc1SCC(=O)O | -0.01 | i
COc1ccc(CC(=O)OCC(=O)Nc2ncc(Cl)cc2Cl)cc1 | -1 | i
CCOC(=O)c1cnc2c(ccc3ccccc32)c1NCCO | 0.48 | i
Cc1ccc(NC(=O)CCN2CCN(C/C=C/c3ccccc3)CC2)cc1C | -3.4 | i
COCCn1c(=N)c(C(=O)NCCc2ccc(OC)cc2)cc2c(=O)n3cccc(C)c3nc21 | -0.97 | i

The results go on.
structure | Kir21 inh | KCNQ2 block
COc1cccc(C2=CC(c3cccs3)n3nnnc3N2)c1 (stereo unspecified) | -2 | i
Cc1cc(C)c(C)c(C(=O)C2OC(=O)C(C)(C)C(=O)C2(C)C)c1C (stereo unspecified) | 0.99 | i
O=C(COC(=O)c1ccc(Br)o1)NCc1cccs1 | 0.27 | i
CN(CC(=O)O)S(=O)(=O)c1cccs1 | 1.5 | i
COC(=O)C(C#N)c1nc2ccccc2nc1N1CCN(Cc2ccc3c(c2)OCO3)CC1 (stereo unspecified) | -1.7 | i
CS(=O)(=O)N(Cc1ccc(C(=O)NCCSc2ccccn2)cc1)c1ccccc1 | 1.4 | i
Cc1ccccc1OCCC(=O)Nc1cccc(S(=O)(=O)Nc2ccccc2Cl)c1 | 2 | i
Cc1ccccc1CNC(=O)CC1C(=O)NCCN1CC1CCCCC1 (stereo unspecified) | 0.09 | i
